SENP1 inh: human SENP1 catalytic domain inhibitors, primary screen, biochemical, FRET, uHTS. Sentrin-specific protease 1 (Homo sapiens), Q9P0U3. recombinant SENP1 catalytic domain, CyPet-SUMO1-YPet FRET cleavage. inhibition, % at 10 µM. 0.21% of 360,000 active. AID 624204, 2012;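 active = inhibition at least 30% at 10 µM, raw YFP signal under a set limit, fluorescence ratio 0.5 to 1.5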;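 note: 0% = enzyme with DMSO and 100% = no enzyme wells; some results filed as inactive read as strong as hits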
Target sequence (Q9P0U3 419-644 limits assumed): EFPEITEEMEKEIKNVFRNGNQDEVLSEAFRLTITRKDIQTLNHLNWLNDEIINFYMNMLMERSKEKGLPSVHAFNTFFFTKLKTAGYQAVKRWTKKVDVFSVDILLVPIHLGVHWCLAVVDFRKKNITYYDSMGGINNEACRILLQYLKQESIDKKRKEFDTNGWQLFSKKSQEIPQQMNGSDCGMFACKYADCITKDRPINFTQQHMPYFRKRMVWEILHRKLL
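Test system: human SENP1 catalytic domain; medium: Tris pH 8 buffer plus EDTA, NaCl, BME, BSA, NP40, catalase; incubation: 50 min reaction at room temperature; technique: FRET, CFP and YFP emission; controls: no-enzyme low control and enzyme-plus-DMSO high control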
NLRP3 yeast inh: NALP3 inflammasome inhibitors in reconstituted yeast, primary screen, luminescence, uHTS; Yeast reconstituted NLRP3/ASC/caspase-1, beta-gal luminescence, 24 h; inhibition, % at 10 µM; 0.39% of 330,000 active; AID 2825, 2010;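 active = inhibition of 50% or more; inactive = inhibition below 50%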;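 note: plate controls were induced DMSO wells for no effect and uninduced yeast grown without galactose for full effect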
hIAP activ: human IAP activators, primary screen, biochemical, luminescence, uHTS | Intestinal-type alkaline phosphatase (Homo sapiens), P09923 | purified human IAP, CDP-Star luminescence, 30 min; stronger effect = higher value; 1 = vehicle-only enzyme, 0 = enzyme-free background | activation factor at 10 µM | 0.16% of 330,000 active | AID 2524, 2010;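 active = activation factor of the enzyme at least 2-fold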; note: the source names both 10 and 20 µM as test concentration; values of inactives mirror those of a sister screen read the other way
Target sequence (P09923 whole entry, looked up): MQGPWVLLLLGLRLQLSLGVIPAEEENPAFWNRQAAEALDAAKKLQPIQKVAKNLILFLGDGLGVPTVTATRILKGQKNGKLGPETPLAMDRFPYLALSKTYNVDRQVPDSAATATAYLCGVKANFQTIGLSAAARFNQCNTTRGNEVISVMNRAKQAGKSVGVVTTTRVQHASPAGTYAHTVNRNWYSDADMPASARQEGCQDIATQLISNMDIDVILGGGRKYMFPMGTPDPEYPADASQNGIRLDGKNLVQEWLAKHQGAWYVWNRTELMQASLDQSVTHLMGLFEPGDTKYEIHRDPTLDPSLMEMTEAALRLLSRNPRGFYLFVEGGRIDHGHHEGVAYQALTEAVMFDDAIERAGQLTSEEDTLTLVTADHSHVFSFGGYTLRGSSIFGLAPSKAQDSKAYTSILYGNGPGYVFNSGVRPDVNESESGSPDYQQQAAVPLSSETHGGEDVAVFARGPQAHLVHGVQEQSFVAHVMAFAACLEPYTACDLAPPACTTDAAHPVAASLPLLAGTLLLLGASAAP
A3A deaminase: APOBEC3A ssDNA deaminase inhibitors, primary screen, selectivity assay for APOBEC3G inhibitor project, biochemical, FAM/TAMRA oligo cleavage fluorescence; recombinant A3A, FAM/TAMRA ssDNA deamination fluorescence; DNA dC->dU-editing enzyme APOBEC-3A (Homo sapiens), P31941; inhibition, % at 20 µM; 0.41% of 330,000 active; AID 493011, 2011;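 active = at least 40% inhibition at 20 µM here, with at most 30% in a related deaminase screen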;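 note: plate controls were A3A with DMSO for no effect and wells lacking A3A enzyme for full effect; some results filed as inactive read as strong as hits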
Target sequence (P31941 whole entry, looked up): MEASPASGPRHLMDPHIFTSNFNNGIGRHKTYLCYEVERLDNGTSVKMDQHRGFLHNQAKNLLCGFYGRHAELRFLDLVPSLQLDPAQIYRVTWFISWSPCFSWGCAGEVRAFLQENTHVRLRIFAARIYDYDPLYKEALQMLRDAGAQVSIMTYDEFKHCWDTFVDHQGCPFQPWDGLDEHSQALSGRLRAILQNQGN
APOBEC3G inh: APOBEC3G DNA deaminase inhibitors, primary screen, biochemical, fluorescence, single-stranded DNA substrate, uHTS | 0.28% of 330,000 active | inhibition, % at 20 µM | DNA dC->dU-editing enzyme APOBEC-3G (Homo sapiens), Q9HC16 | recombinant A3G, ssDNA deamination FAM/TAMRA fluorescence;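 active = inhibition of at least 40% at 20 µM, with no more than 30% in the related APOBEC3A deaminase screen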;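 note: plate controls were DMSO wells with A3G for no effect and wells lacking A3G enzyme for full effect; some compounds called inactive have numbers as strong as hits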
mIAP activ: activators of mouse IAP, primary screen, biochemical, luminescence, uHTS. activation factor at 10 µM. 0.24% of 330,000 active. muIAP, CDP-Star luminescence, 30 min; stronger effect = higher value; 1 = vehicle-only enzyme signal, 0 = enzyme-free wells;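 active = activation factor of at least 2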; note: the source names both 10 and 20 µM as test concentration; values of inactives mirror those of a sister screen read the other way
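also added = chemiluminescent substrate CDP-Star | test system = mouse IAP enzyme | signal = chemiluminescence readout | compound = DMSO-dissolved test compounds | incubation = 30 min at room temperature | benchmarks = DMSO wells, no-enzyme wells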
beta cell repl: inducers of MIN6 beta-cell proliferation, primary screen, ATP luminescence, uHTS; MIN6 cells proliferation, ATPlite luminescence, 48 h; cells starved in 0.2% serum; 100% = growth in 10% serum; proliferation, % at 10 µM; 0.29% of 330,000 active; AID 2380, 2010;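 active = compounds whose signal lies at least 3.5 SD above the mean of all wells on their plate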;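 note: 0% = DMSO-treated cells in low-serum medium and 100% = 10% serum control; some compounds called inactive have numbers as strong as hits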
hIAP block: human IAP inhibitors, primary screen, biochemical, luminescence, uHTS | inhibition, % at 10 µM | AID 2544, 2010 | 0.12% of 330,000 active | Intestinal-type alkaline phosphatase (Homo sapiens), P09923 | purified IAP, CDP-Star luminescence, 30 min;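 active = inhibition reaching a set limit with compound at 10 µM in the primary screen, cut at about 35% in these data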;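 note: plate controls were DMSO wells with enzyme for no effect and no-enzyme buffer wells for full effect; values of inactives mirror those of a sister screen read the other way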
mIAP block: inhibitors of mouse IAP, primary screen, biochemical, luminescence, uHTS; intestinal alkaline phosphatase [Mus musculus]; inhibition, % at 10 µM; AID 2806, 2010; 0.2% of 330,000 active; purified mouse IAP, CDP-Star luminescence, 30 min;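 active = inhibition of at least 40% at 10 µM in the primary screen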;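 note: plate controls were DMSO with enzyme for no effect and no enzyme wells for full effect; values of inactives mirror those of a sister screen read the other way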
Numbers without * were called inactive. Some of the compounds tested; rates above refer to the full screens.

SMILES	SENP1 inh	NLRP3 yeast inh	hIAP activ	A3A deaminase	APOBEC3G inh	mIAP activ	beta cell repl	hIAP block	mIAP block
CN=C(NC1CCCCC1)c1ccc(Cl)cc1	1.1	-16.9	1.15	-3.6	-8.2	0.974	-1.7	-15.2	2.6
Cc1ccc(/C(O)=C2/C(=O)C(=O)N(Cc3ccco3)C2c2cccs2)cc1 (configuration not stated)	1.4	-30.6	1.09	-2.4	-1.6	0.904	-1.1	-9.4	9.6
OCCN=Cc1c(O)[nH]c2ccccc12	2.8	3.3	0.967	-0.3	-0.4	1.05	-1.1	3.3	-4.6
COc1ccc(CCNC(=O)Cn2c([N+](=O)[O-])cnc2C)cc1OC	-0.1	3.7	1.08	-3.8	-0.9	1.23	-4.5	-8.2	-23.4
CN(C)CCCNc1cc(C(C)(C)C)nc2c(-c3ccccc3)cnn12	2.8	-3.5	1.18	7.9	6.1	0.992	-4.0	-17.9	0.8
Cc1ccccc1OC(C)C(=O)NCCCN1CCOCC1 (configuration not stated)	0.8	11.3	0.867	0.6	-4.1	0.949	1.5	13.3	5.1
Cc1cc(S(=O)(=O)N2CCCCC2)ccc1OCC(=O)N1CCOCC1	1.4	1.1	1.28	2.5	-3.9	0.993	-3.9	-27.9	0.7
COc1ccc(N(CC(=O)N2CCN(C)CC2)S(=O)(=O)c2cc(C)ccc2OC)cc1Cl	0.5	-0.6	1.18	-2.5	-6.9	0.897	-1.9	-18.4	10.3
O=C(O)CCCC(=O)Nc1ccc2c(c1)oc1ccccc12	1.8	10.5	0.999	-7.3	-6.1	0.931	-0.9	0.1	6.9
O=c1c2[nH]c3ccc(F)cc3c2ncn1CC1CCCO1 (configuration not stated)	2.5	10.8	1.02	3.8	1.8	1	-0.5	-2.0	0.0
CCOC(=O)C1CCN(S(=O)(=O)c2cc3c4c(c2)C(C)C(=O)N4CCC3)CC1 (configuration not stated)	-2.1	11.4	0.765	-5.0	-8.0	0.967	3.8	23.5	3.3
c1ccc(CN2CCN(c3nc4ccccc4n4cnnc34)CC2)cc1	-5.2	20.5	0.971	1.4	-5.0	1.02	-3.9	2.9	-1.7
COc1ccc(C(=O)O)cc1S(=O)(=O)NCCc1ccccn1	2.3	-13.7	1.02	-1.1	-5.4	1.03	-0.6	-2.1	-2.6
Cc1ccc(NC(=O)CSc2nc(=O)n(CCN(C)C)c3c2CCCC3)cc1Cl	-0.2	-2.4	1.13	0.2	-5.4	1.03	-5.7	-13.3	-3.5
COc1ccc(CSc2nc(C)cc(C)c2C#N)cc1	-1.9	27.4	0.992	-2.7	-4.2	0.997	1.4	0.8	0.3
C=CCNc1nc(Nc2ccc(Cl)cc2)nc(OC)n1	2.2	14.2	1.24	-3.0	-6.8	1.06	-3.1	-23.7	-5.9
CCOC(=O)c1cc(C#N)c(N2CCN(C)CC2)nc1-c1ccccc1	8.1	8.8	0.987	-3.3	-9.3	0.946	4.0	1.3	5.4
CC(Oc1ccc2ccccc2c1)C(=O)NNC(=S)NC(=O)c1ccco1 (configuration not stated)	0.0	34.7	1.32	-6.6	-0.4	0.952	-3.8	-32.4	4.8
CCc1nc2ccc(C(=O)NCCc3ccc(OC)cc3)cc2nc1CC	-1.3	20.8	1.12	-3.3	-4.3	0.944	1.1	-12.3	5.6
C=CCN1CN(S(=O)(=O)c2cccc(Cl)c2)c2nc3ccccc3nc21	-8.7	8.1	1.04	-0.8	4.5	0.974	1.2	-4.4	2.5
Cc1ccccc1N1CCN(C(=O)[C@@H]2CCCN2C2=NS(=O)(=O)c3ccccc32)CC1	-0.5	14.5	0.966	-1.3	-10.4	0.981	-2.6	3.4	1.9
COc1ccc(C)cc1NC(=O)C12CCC(C)(C(=O)O1)C2(C)C (configuration not stated)	-1.8	16.6	1.07	-3.1	-8.1	1.02	-1.4	-6.8	-1.6
C=CC[C@@H](CC(=O)N[C@H](CO)Cc1ccccc1)C(=O)N[C@@H](COC(=O)[C@@H](CC=C)Cc1ccc(F)cc1)Cc1ccccc1	2.5	5.6	0.929	-3.4	-5.2	0.961	-3.7	7.1	3.9
COc1ccc(NC(=O)c2cc([N+](=O)[O-])ccc2N2CCCCC2)cc1OC	-2.6	19.7	0.963	-1.2	-6.1	0.869	0.3	3.7	13.1

Quoted at random: 4 entries already listed
SMILES	SENP1 inh	NLRP3 yeast inh	hIAP activ	A3A deaminase	APOBEC3G inh	mIAP activ	beta cell repl	hIAP block	mIAP block
CCc1nc2ccc(C(=O)NCCc3ccc(OC)cc3)cc2nc1CC	-1.3	20.8	1.12	-3.3	-4.3	0.944	1.1	-12.3	5.6
COc1ccc(C(=O)O)cc1S(=O)(=O)NCCc1ccccn1	2.3	-13.7	1.02	-1.1	-5.4	1.03	-0.6	-2.1	-2.6
Cc1ccccc1N1CCN(C(=O)[C@@H]2CCCN2C2=NS(=O)(=O)c3ccccc32)CC1	-0.5	14.5	0.966	-1.3	-10.4	0.981	-2.6	3.4	1.9
COc1ccc(C)cc1NC(=O)C12CCC(C)(C(=O)O1)C2(C)C (configuration not stated)	-1.8	16.6	1.07	-3.1	-8.1	1.02	-1.4	-6.8	-1.6

New compounds follow.
SMILES	SENP1 inh	NLRP3 yeast inh	hIAP activ	A3A deaminase	APOBEC3G inh	mIAP activ	beta cell repl	hIAP block	mIAP block
O=C(C1CC1)N1CCc2cc(Br)cc(S(=O)(=O)NCC3COc4ccccc4O3)c21 (configuration not stated)	-1.1	3.9	0.836	-1.9	-5.2	0.949	0.2	16.4	5.1
Cc1cc(NC(=O)CN2CCCCC2)n(-c2ccccc2)n1	1.6	4.5	0.984	3.1	-3.8	1.03	-2.4	1.6	-3.0
CSc1ccccc1NC(=O)COC(=O)c1ccccc1Cc1ccccc1	0.3	14.6	1.05	2.4	-5.9	1.01	0.0	-4.6	-0.7
Cc1[nH]c(C)c(S(=O)(=O)N2CCN(c3cccc(C(F)(F)F)c3)CC2)c1C(=O)N1CCCCC1	0.5	19.5	1.1	-0.6	-1.4	0.951	-3.7	-9.7	4.9
CCN(CC)S(=O)(=O)c1ccc(C(=O)N2CCN=C2SCc2cccnc2)cc1	2.3	3.2	1.01	-1.9	-3.5	1.03	-1.6	-0.6	-2.9
Cc1cc(C)c2c(CC(=O)NC(C)C)coc2c1	-1.1	10.6	1.06	0.2	-5.8	1	0.3	-6.0	-0.3
COC(=O)c1ccc(N2CCOCC2)c(NC(=O)c2cccnc2)c1	1.2	2.2	0.975	-1.3	-6.3	0.99	-1.8	2.5	1.0
CCN(CC)c1ccc(/C=N/NC(=O)CNC(=O)c2cccnc2)cc1	-1.7	14.6	1.01	-4.2	-8.8	0.927	-1.1	-1.5	7.3
Clc1ccc2c(c1)C=Nc1c(NCc3ccccc3)ncnc1O2	2.7	1.4	0.795	1.4	2.2	1.04	-2.3	20.5	-4.5
CC(C(=O)NC1CCCCC1)N(Cc1ccc(F)cc1)C(=O)c1snc(C(N)=O)c1N (configuration not stated)	-6.9	12.7	0.847	-6.6	-14.0	0.958	2.9	15.3	4.2
CCC(=O)NC(c1cc(Cl)c2ccccc2c1O)C(C)C (configuration not stated)	7.9	10.6	0.91	-5.3	-7.4	1.02	-2.1	9.0	-1.8
CCCCn1c(SCC(=O)Nc2cc(C)[nH]n2)nc2ccsc2c1=O	1.1	-4.9	0.928	3.4	-10.8	0.959	0.3	7.2	4.1
Cc1c(S(=O)(=O)N2CC(C)CC(C)C2)c(=O)n(C)c(=O)n1C (configuration not stated)	-0.1	11.1	1.26	-5.8	-8.0	0.897	-2.7	-26.5	10.3
OCCCCNCc1ccc(OCc2ccc(Cl)cc2)cc1	1.6	27.8	1.13	-0.7	-6.7	1.05	-1.4	-12.9	-5.2
CSc1ccc(/C=C/C(=O)OCC(=O)N2CCN(S(=O)(=O)c3ccc(C)cc3C)CC2)cc1	3.6	10.6	0.84	1.6	-2.6	0.968	-3.9	16.0	3.2
O=C(NCc1cccs1)c1cc(-c2ccccn2)nc2ccc(Br)cc12	-1.7	21.3	1.17	0.0	-12.4	1.09	-5.0	-17.3	-9.1
COc1ccc(C(=O)Nc2ccc3c(c2)C(=O)c2ccccc2C3=O)cc1OC	-1.4	36.2	0.907	65.6*	7.3	0.922	-2.7	9.3	7.8
OC[C@@H]1CCCN1Cc1cn(-c2ccccc2)nc1-c1ccc2c(c1)OCO2	-1.4	-9.2	1	3.9	-1.6	1.01	-3.8	-0.3	-0.7
COC(=O)c1c(NC(=O)Cn2cnc([N+](=O)[O-])n2)sc2c1CCC(C)C2 (configuration not stated)	1.9	28.1	1.08	-2.1	4.1	0.848	0.0	-8.0	15.2
CC(=O)Nc1nc2cc(N)ccc2s1	-0.7	7.5	0.91	-3.1	-4.2	0.996	-1.0	9.0	0.4
CC(=O)NC(=S)Nc1ccc(S(=O)(=O)N(C)Cc2ccccc2)cc1	1.3	22.6	0.873	-1.9	-3.7	0.959	-3.4	12.7	4.1
COc1cccc(-c2csc(N3CCN(C(=O)Nc4ccc(F)cc4)CC3)n2)c1	-0.1	24.4	1.02	-3.7	-3.9	1.34	-4.7	-1.7	-33.6
COC(=O)C1C(O)CCC2CN3CCc4c([nH]c5ccccc45)C3CC21 (configuration not stated)	-23.4	-6.2	0.885	-3.4	-8.7	0.879	-0.5	11.5	12.1
O=C(C1=C[C@H](C2CCCCC2)C[C@H](OCc2ccc(CO)cc2)O1)N1CCN(Cc2ccccc2)CC1	0.2	22.7	1.03	-1.2	-14.4	0.787	-8.8	-2.8	21.3
COc1ccc(NC(=O)Cn2ncn3c(cc4ccccc43)c2=O)c(OC)c1OC	-7.1	9.5	1.21	-4.8	-2.9	1.08	-2.4	-20.7	-7.6
Cc1ccc(S(=O)(=O)NCCCN(C)C)cc1	-1.5	6.3	1.02	5.7	-0.8	0.962	0.6	-2.1	3.8
Cc1ccc(C(=O)N/C(=C\c2ccco2)C(=O)N2CCSCC2)cc1C	2.8	1.0	1.04	-2.4	-3.9	0.956	-0.2	-4.5	4.4
COc1cccc(-c2nnc(SCc3cccnc3)o2)c1	-34.9	-5.2	1.22	-4.6	-6.9	0.958	-1.6	-21.7	4.2
COc1ccc([C@@H]2C(C#N)=C(N)S[C@@H](c3ccccc3)[C@@H]2[N+](=O)[O-])cc1	0.9	9.6	0.887	0.4	-7.7	0.888	0.0	11.3	11.2
COc1cccc(C(=O)NC2CC3CCCC(C2)N3CC(=O)Nc2ccc(N(C)C)cc2)c1 (configuration not stated)	3.8	2.8	0.825	1.1	2.0	1.08	0.6	17.5	-8.2
CCCCCn1cnc2sc(-c3ccccc3)cc2c1=O	-0.9	11.3	0.975	0.4	-1.3	0.943	-1.0	2.5	5.7

Assay outcomes deposited in PubChem by Sanford-Burnham Center for Chemical Genomics.
